Large T inhibition = SV40 large T antigen inhibitors, biochemical (AID 1903). SV40 large T antigen ATPase/helicase inhibition assay; higher % means a stronger effect. one-dose inhibition, % at 20 µM; IC50 in µM for titrated hits. hit rate 0.39% among 310,000; in the data active means a potency from the dose series; inconclusive means inhibition mostly from about 32% at the one dose, without a potency; inactive means the rest, 99 in 100 with inhibition below about 32%; further: strong numbers were not always called active
MgcRacGAP inhibition = MgcRacGAP GTPase-activating activity inhibitors, confirmation, biochemical, ADP Hunter fluorescence; Rac GTPase-activating protein 1 (Homo sapiens); MgcRacGAP-stimulated Rac1 GTP hydrolysis, ADP Hunter fluorescence; higher % means a stronger effect; GST-tagged Rac1 F28L mutant substrate; one-dose inhibition, % at 30 µM; IC50 in µM for titrated hits; hit rate 0.6% among 340,000; AID 624330, 2012;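 active means first-screen hits whose inhibition reached a set limit at any dose in the follow-up dose series; inconclusive means inhibition above the set first-screen limit but never retested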;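 further: fluorescence reports GDP produced by GAP-driven GTP hydrolysis; strong numbers were not always called active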
LYP phosphatase = inhibitors of LYP phosphatase, biochemical, fluorescence intensity, uHTS (AID 1779). recombinant LYP phosphatase, fluorescence intensity; higher % means a stronger effect. Tyrosine-protein phosphatase non-receptor type 22 (Homo sapiens). one-dose inhibition, % at 11.5 µM; IC50 in µM for titrated hits. hit rate 0.054% among 290,000; in the data active means inhibition above about 50%;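 further: plate controls were vehicle with enzyme for no effect and no enzyme for full effect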
SIAH1 antagonists = Siah-1 peptide-binding antagonists, primary screen, biochemical, fluorescence polarization, rhodamine-plectin, uHTS (AID 1817); E3 ubiquitin-protein ligase SIAH1 (Homo sapiens); Siah-1 / rhodamine-plectin peptide fluorescence polarization; higher % means a stronger effect; displacement, % at 20 µM; hits with a dose series show IC50 in µM; hit rate 0.02% among 290,000;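 active means displacement of at least 50% at 20 µM, with a fluorescence ratio check between 0.3 and a set limit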;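 further: plate controls were Siah plus tracer with DMSO for no effect and tracer alone without Siah for full effect; strong numbers were not always called active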
XIAP displacement = XIAP antagonists, biochemical, IAP family, fluorescence polarization (AID 1018); E3 ubiquitin-protein ligase XIAP (Homo sapiens); XIAP BIR domain, fluorescence polarization peptide displacement; higher % means a stronger effect; one-dose displacement, % at 20 µM; IC50 in µM for titrated hits; hit rate 0.007% among 200,000; in the data active means displacement above about 50%; further: a part of the inactive calls stands beside numbers as strong as those of hits
NS5 inhibitors = Dengue-2 NS5 methyltransferase inhibitors, primary screen, biochemical, confirmation dose response (AID 588689) | Genome polyprotein (Dengue virus type 2 (strain 16681-PDK53)) | Dengue-2 NS5 methyltransferase capping enzyme assay, biochemical; higher % means a stronger effect | one-dose inhibition, % at 25 µM; IC50 in µM for titrated hits | hit rate 0.3% among 340,000; in the data active means a potency from the dose series; inconclusive means inhibition above about 29% without an active follow-up result
AID2073 = inhibitors of Mint1-CaV2.2 protein interaction, biochemical, HTRF (AID 2073); inhibition, % at 20 µM, or IC50 in µM where a hit was titrated; Voltage-dependent N-type calcium channel subunit alpha-1B (Homo sapiens); HTRF protein-protein interaction, Mint1-CaV2.2; higher % means a stronger effect; hit rate 0.19% among 290,000; in the data active means inhibition mostly above about 51%, no sharp cut-off; inconclusive means no clear call, values can overlap the other calls; inactive means mostly below about 53%; further: some results filed as inactive read as strong as hits
RSV antiviral HEp-2 = RSV antiviral activity via CPE protection, HEp-2 cells, primary 10 µM value included (AID 2391) | hit rate 0.13% among 310,000 | HEp-2 cells, RSV-induced CPE inhibition; higher % means a stronger effect | CPE inhibition, % at 10 µM; hits with a dose series show IC50 in µM; in the data active means a potency from the dose series; inconclusive means CPE inhibition mostly from about 23% at the one dose, without a potency; inactive means the rest, 99 in 100 with CPE inhibition below about 21%; further: strong numbers were not always called active
HIV fusion peptide = inhibitors of HIV fusion peptide binding, primary screen, biochemical, uHTS, fluorescence dequenching (AID 1986); cell-free peptide binding, fluorescence dequenching, 30 min; higher % means a stronger effect; inhibition, % at 20 µM; hits with a dose series show IC50 in µM; hit rate 0.3% among 290,000; in the data active means inhibition mostly above about 52%, no sharp cut-off; inactive means mostly below about 76%; further: some results filed as inactive read as strong as hits
NS5 inhibitors pilot replicate = also measured in NS5 inhibitors; calls as there; inhibition, %; measured here: pilot screen replicate inhibition
An asterisk follows results filed as active; ? = inconclusive; . = no result given.

SMILES	Large T inhibition	MgcRacGAP inhibition	LYP phosphatase	SIAH1 antagonists	XIAP displacement	NS5 inhibitors	AID2073	RSV antiviral HEp-2	HIV fusion peptide	others
O=C(NCc1ccccc1Cl)c1cc(=O)[nH]c2ccccc12	5%	-2%	-15%	-6%	.	-6%	9%	0.8%	3.0%
COCC(C)NCc1cccc([N+](=O)[O-])c1 (configuration not stated)	3%	?	-7%	6%	-7.3%	-1%	-6%	-1.4%	0.7%
COc1ccc(/C=N/n2c(-c3cc(C)[nH]n3)n[nH]c2=S)cc1	24%	21%	-2%	6%	.	-3%	-65%	.	-0.5%
Cc1cc(C)nc(Nc2ncc(O)n2-c2ccc(Br)cc2)n1	6%	11%	-3%	1%	-6.9%	-4%	10%	-1.8%	1.8%
COc1ccc(OC)c(S(=O)(=O)Nc2ccccc2C(=O)O)c1	-3%	7%	-1%	-2%	-7.4%	-2%	3%	0.4%	3.1%
CC(CCc1ccccc1)NC(=O)N1CCOCC1 (configuration not stated)	9%	5%	-2%	2%	-1.9%	-4%	1%	0.9%	1.4%
COc1cccc(C2C3=C(CC(C)(C)CC3=O)Nc3cc4c(cc32)OCO4)c1 (configuration not stated)	5%	4%	-2%	-2%	-4.8%	-1%	24%	1.1%	1.2%
CCn1c(SCc2nc(-c3cccs3)no2)nnc1-c1c[nH]c2ccccc12	4%	11%	-3%	1%	0.5%	-6%	-7%	3.2%	-1.8%
O=C(c1ccc(F)cc1)N1CCC(n2nnc3ccccc32)CC1	6%	13%	-6%	-4%	-10%	6%	-9%	0.6%	-2.2%
C/C(CC(=O)Nc1ccc2c(c1)OCO2)=N\NC(=O)OC(C)(C)C	10%	10%	-7%	3%	-11%	-4%	-8%	2.3%	1.1%
COc1ccc(C(=O)Nc2ccccc2)cc1NC(=O)c1ccc([N+](=O)[O-])cc1	8%	7%	-6%	5%	.	-1%	18%	40%	-0.6%	NS5 inhibitors pilot replicate=4.3
CC[n+]1c(/C=C/N(C)c2ccccc2)n(-c2ccccc2)c2ccc(-c3nc4ccccc4s3)cc21	28%	31%	0%	-8%	.	-27%	-6%	-2.8%	-4.0%
CC(C)C(=O)Nc1cccc(-c2csc(-c3ccccc3)n2)c1	-59%	7%	-4%	12%	0.2%	-1%	-11%	?	-1.2%
COC(=O)c1ccc(NC(=O)c2sc3nc(-c4ccccc4)cn3c2C)cc1	-3%	3%	-4%	6%	-5.9%	2%	3%	3.2%	-0.8%	NS5 inhibitors pilot replicate=-3.3
CCSC1=C(C#N)C(c2cccc(OC)c2)CC(=O)N1 (configuration not stated)	-2%	7%	2%	4%	0.2%	7%	-1%	1.6%	1.8%
O=C(COc1ccccc1[N+](=O)[O-])N(Cc1ccco1)C1CCS(=O)(=O)C1 (configuration not stated)	8%	8%	-5%	0%	.	-2%	1%	1.4%	1.0%
O=C(NN1C(=O)c2ccccc2NC1c1ccccc1OCc1ccccc1)c1ccncc1 (configuration not stated)	8%	4%	-12%	0%	-4.3%	1%	4%	1.7%	0.1%
CCN(Cc1ccccc1)S(=O)(=O)c1cc(C(=O)O)ccc1OC	17%	6%	-6%	-10%	-8.1%	-5%	34%	1.9%	2.1%
O=C(NCCc1ccccc1)/C(=C\c1ccc([N+](=O)[O-])cc1)NC(=O)c1ccc(Br)cc1	17%	-2%	-2%	-3%	-3.3%	-5%	12%	1.4%	2.5%
CN(C)NC(=S)Nc1cccc(Cl)c1	-2%	13%	-4%	3%	.	-3%	1%	-0.1%	-1.7%
O=C(COC(=O)CCC(=O)c1ccc(F)cc1)Nc1cccc(S(=O)(=O)N2CCOCC2)c1	4%	6%	-3%	11%	-4.5%	-1%	-2%	1.1%	0.5%
COc1cc(C2/C(=C(\O)c3ccc4c(c3)CC(C)O4)C(=O)C(=O)N2CCCn2ccnc2)ccc1O (configuration not stated)	9%	11%	-8%	4%	2.8%	8%	32%	0.2%	-1.4%
O=C(NCc1ccc2c(c1)OCO2)C(c1ccco1)N(C(=O)c1csnn1)c1ccccc1 (configuration not stated)	9%	4%	1%	4%	-7.0%	-4%	-12%	-1.4%	0.6%
COc1ccc(Nc2nc(C)cc(C)c2C(N)=O)cc1	13%	11%	-6%	6%	-0.5%	-4%	-2%	1.6%	-1.5%
Cc1sc2ncn(CC(=O)NCC(=O)N3CCN(c4ccc(F)cc4)CC3)c(=O)c2c1C	1%	7%	-2%	7%	.	1%	7%	1.0%	-0.1%

Brought forward from above: 6 compounds; new compounds follow.
SMILES	Large T inhibition	MgcRacGAP inhibition	LYP phosphatase	SIAH1 antagonists	XIAP displacement	NS5 inhibitors	AID2073	RSV antiviral HEp-2	HIV fusion peptide	others
CN(C)NC(=S)Nc1cccc(Cl)c1	-2%	13%	-4%	3%	.	-3%	1%	-0.1%	-1.7%
O=C(COC(=O)CCC(=O)c1ccc(F)cc1)Nc1cccc(S(=O)(=O)N2CCOCC2)c1	4%	6%	-3%	11%	-4.5%	-1%	-2%	1.1%	0.5%
COc1cc(C2/C(=C(\O)c3ccc4c(c3)CC(C)O4)C(=O)C(=O)N2CCCn2ccnc2)ccc1O (configuration not stated)	9%	11%	-8%	4%	2.8%	8%	32%	0.2%	-1.4%
O=C(NCc1ccc2c(c1)OCO2)C(c1ccco1)N(C(=O)c1csnn1)c1ccccc1 (configuration not stated)	9%	4%	1%	4%	-7.0%	-4%	-12%	-1.4%	0.6%
COc1ccc(Nc2nc(C)cc(C)c2C(N)=O)cc1	13%	11%	-6%	6%	-0.5%	-4%	-2%	1.6%	-1.5%
Cc1sc2ncn(CC(=O)NCC(=O)N3CCN(c4ccc(F)cc4)CC3)c(=O)c2c1C	1%	7%	-2%	7%	.	1%	7%	1.0%	-0.1%
CCCC(=O)OCC(=O)Nc1cc(C(C)(C)C)nn1-c1ccccc1	7%	12%	-6%	1%	-4.5%	-3%	1%	2.3%	-0.3%
N#Cc1c(SCC(=O)Nc2ccccc2)nsc1SCC(=O)Nc1ccccc1	1%	1%	-4%	6%	-2.3%	-8%	24%	0.5%	3.0%
Cc1cccc(-n2c(=O)c3ccccc3n3c(=S)[nH]nc23)c1C	33%	41µM*	-5%	0%	.	-7%	-65%	0.3%	1.0%
Cc1ccc(/C=N/Nc2nc(Cl)c(Cl)cc2Cl)s1	10%	8%	0%	1%	-5.0%	9%	2%	5.4%	-3.8%
CCN1CCN(C(=O)C2(NC(=O)Nc3cccc(F)c3)CCCCC2)CC1	10%	3%	-7%	1%	-4.3%	-6%	-2%	0.0%	1.8%
COc1ccc(NC(=O)CN2CCN(Cc3ccc4c(c3)OCO4)CC2)cc1OC	4%	?	-8%	2%	-1.1%	1%	-10%	1.7%	-0.5%
C#CCNC(=O)C1=C[C@H](C2CCCCC2)C[C@H](OCCCCO)O1	3%	7%	-1%	9%	-8.8%	-3%	6%	-0.5%	1.0%
CCCOC(=O)/C(C(N)=NCc1ccccc1)=C(\O)OCCC	9%	8%	-4%	-2%	-5.8%	-5%	17%	13%	1.3%
NC(=O)c1ccc(SCC(=O)NC2CCCCC2)c([N+](=O)[O-])c1	4%	-3%	-4%	-2%	-4.7%	-2%	-11%	-1.3%	-0.6%
O=C(NCc1ccccc1)C1=C[C@H](c2ccc(Br)cc2)C[C@H](OCc2ccc(CO)cc2)O1	1%	-1%	3%	1%	-6.5%	-6%	14%	4.6%	0.0%
O=[N+]([O-])c1ccc2nc(SCc3cn4cc(Cl)ccc4n3)[nH]c2c1	1%	11%	0%	-6%	-7.3%	-8%	-13%	3.3%	2.7%
CN(Cc1ccccc1)C(=O)c1cccnc1	8%	2%	-5%	4%	.	1%	-2%	0.0%	-0.8%	NS5 inhibitors pilot replicate=1.2
Cc1c(NC(=O)c2ccc(N(C)S(=O)(=O)c3ccccc3)cc2)c(=O)n(-c2ccccc2)n1C	3%	1%	-3%	6%	-3.2%	-2%	14%	0.5%	0.6%
CCOC(=O)CC1C(=O)NCCN1c1nc2c(C)cccn2c(=O)c1/C=C1\SC(=S)N(C(C)CC)C1=O (configuration not stated)	12%	.	-2%	16%	.	.	41%	.	137%
S=C(NCc1cccc(Cl)c1)NC1CCCCC1	3%	11%	4%	2%	-1.9%	-6%	-5%	-0.9%	-2.0%
CCNC(=O)CCn1nc(-c2ccc(C)cc2)c2ccccc2c1=O	8%	12%	5%	1%	.	3%	0%	1.6%	3.1%
COc1cc(CN2CCN(CC#Cc3ccccc3)CC2CCO)cc(OC)c1 (configuration not stated)	3%	2%	-9%	-5%	.	-6%	-4%	-0.1%	1.5%
Cc1cc(N(CN2CCCC2=O)C(=O)c2ccccc2)no1	-3%	3%	-8%	-1%	-5.4%	-3%	-7%	3.3%	-1.0%	NS5 inhibitors pilot replicate=-1.8
CC1CC(C)CN(C(=O)c2cn(C)c3ccc(S(=O)(=O)N(C)C)cc3c2=O)C1 (configuration not stated)	4%	2%	-1%	0%	-5.6%	-7%	7%	1.4%	6.3%
COc1ccc(NC(=O)c2c(Cl)nc3ccccn23)cc1	-3%	11%	-2%	5%	-7.6%	-4%	0%	1.6%	-0.1%
Cc1cc(C)c(C(=O)Nc2ccc(S(=O)(=O)Nc3onc(C)c3C)cc2)c(C)c1	19%	0%	-1%	2%	-0.3%	1%	?	0.3%	0.9%
Cc1ccc(-c2nc(CS(=O)(=O)CC(=O)N3CCCCCC3)c(C)o2)cc1	9%	9%	0%	4%	-5.6%	1%	0%	6.0%	-2.1%
CC(=O)OCC(=O)C1(O)CCC2C3CCC4=CC(=O)C=CC4(C)C3C(O)CC21C (configuration not stated)	10%	.	-8%	-3%	.	.	-5%	4.5%	-1.0%
O=C(CSc1ccc(-c2ccc(-n3cccn3)cc2)nn1)Nc1ccc([N+](=O)[O-])cc1	8%	-1%	.	.	.	-8%	.	5.3%	.
OC(COc1ccc2ccccc2c1)CN1CCN(c2ccc(F)cc2)CC1 (configuration not stated)	4%	1%	1%	2%	2.0%	0%	-2%	3.7%	-3.6%
O=[N+]([O-])c1ccccc1S(=O)(=O)n1cnc2ccccc21	4%	.	-1%	-1%	-4.9%	.	1%	3.7%	-2.1%
CC(C)N(c1ccccc1)c1ccc(NC(=O)CCl)cc1	9%	0%	1%	10%	-2.7%	-6%	-10%	?	-0.5%

3 compounds out of the list, arranged by molar mass, falling:
SMILES	Large T inhibition	MgcRacGAP inhibition	LYP phosphatase	SIAH1 antagonists	XIAP displacement	NS5 inhibitors	AID2073	RSV antiviral HEp-2	HIV fusion peptide	others
COc1cc(CN2CCN(CC#Cc3ccccc3)CC2CCO)cc(OC)c1 (configuration not stated)	3%	2%	-9%	-5%	.	-6%	-4%	-0.1%	1.5%
CCCC(=O)OCC(=O)Nc1cc(C(C)(C)C)nn1-c1ccccc1	7%	12%	-6%	1%	-4.5%	-3%	1%	2.3%	-0.3%
Cc1cccc(-n2c(=O)c3ccccc3n3c(=S)[nH]nc23)c1C	33%	41µM*	-5%	0%	.	-7%	-65%	0.3%	1.0%

High-throughput results (PubChem BioAssay)

Compounds as they come; overall some 1.7% were active at least once.
